# MEX-5 binding – C. elegans MEX-5 TCR-2 RNA binding activity. Q9XUB2. MEX-5/FITC-TCR2 RNA binding, fluorescence polarization; active compounds read low. activity score (negative = inhibition of binding), % at 10 µM. hit rate 0.38% among 300,000;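 active means inhibition past about -25% in most replicates, and total fluorescence under double the plate's negative control median, limit read from the data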;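 further: 0% = DMSO and -100% = 5 µM competing unlabeled TCR2 RNA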
# Target sequence (Q9XUB2 whole entry, looked up): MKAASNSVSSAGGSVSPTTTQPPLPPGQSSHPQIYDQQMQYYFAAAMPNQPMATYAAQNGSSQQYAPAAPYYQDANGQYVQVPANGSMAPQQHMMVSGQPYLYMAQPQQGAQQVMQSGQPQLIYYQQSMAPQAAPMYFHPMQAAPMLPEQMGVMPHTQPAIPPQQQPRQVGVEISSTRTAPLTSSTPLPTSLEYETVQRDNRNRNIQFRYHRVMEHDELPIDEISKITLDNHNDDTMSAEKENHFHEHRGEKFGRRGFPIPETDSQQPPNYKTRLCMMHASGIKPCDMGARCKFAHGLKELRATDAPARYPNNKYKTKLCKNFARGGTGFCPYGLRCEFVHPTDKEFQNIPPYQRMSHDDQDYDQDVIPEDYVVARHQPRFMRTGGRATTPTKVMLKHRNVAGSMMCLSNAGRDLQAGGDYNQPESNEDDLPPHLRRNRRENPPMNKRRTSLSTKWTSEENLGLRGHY
# GLD-1 TGE inh – GLD-1-TGE RNA interaction inhibition (C. elegans); hit rate 0.44% among 320,000; purified GLD-1 + fluorescein TGE RNA, fluorescence polarization; Q17339; inhibition, % at 5.96 µM;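 active means percent inhibition above a per-plate cutoff, the plate mean of test compounds plus 3 SD, cut at about 30% in these data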;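 further: 0% = DMSO wells with GLD-1 and probe and 100% = wells lacking GLD-1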
# Efflux pump inh – antifungal efflux pump inhibition, Nile Red retention | S. cerevisiae Candida pump triplex | inhibition, % at 10 µM | AID 485275 | hit rate 0.44% among 330,000;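 active means plate passing quality check with inhibition over a set limit, or well fluorescence over plate mean plus 4 SD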;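 further: Nile Red retained in pooled yeast measured as flow cytometry median fluorescence; 0% = buffer negative control and 100% = Enniatin B positive control; higher means more Nile Red kept so more efflux inhibition; some compounds called inactive have numbers as strong as hits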
# BCLXL inh – inhibitors of human Bcl-xL | Q07817 | GST-Bcl-xL / FITC-Bim BH3 peptide fluorescence polarization | inhibition, % at 10.9 µM | hit rate 0.7% among 320,000;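 active means inhibition above the mean of all tested compounds plus 3 SD, cutoff set per campaign, cut at about 30% in these data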;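 further: 0% = DMSO wells and 100% = unlabeled Bim-BH3 peptide competitor; inhibitors lower millipolarization by displacing the labeled peptide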
# Target sequence (Q07817 whole entry, looked up): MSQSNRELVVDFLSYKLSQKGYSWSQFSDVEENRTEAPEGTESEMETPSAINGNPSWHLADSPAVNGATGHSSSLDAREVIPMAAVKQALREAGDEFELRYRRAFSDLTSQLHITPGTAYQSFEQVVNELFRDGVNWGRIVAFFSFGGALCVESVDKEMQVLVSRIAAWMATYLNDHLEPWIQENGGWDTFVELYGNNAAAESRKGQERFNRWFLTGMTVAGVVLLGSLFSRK
# MCL1-BIM inh – inhibitors of human MCL1 binding to BIM-BH3 peptide; AID 2057; GST-MCL1 / FITC-Bim-BH3 fluorescence polarization; hit rate 0.68% among 320,000; inhibition, % at 10.9 µM;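 active means inhibition above the mean inhibition of all tested compounds plus 3 SD, set per campaign, cut at about 40% in these data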;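 further: 0% = DMSO wells and 100% = unlabeled Bim-BH3 peptide control; higher means more loss of mP so more displacement of Bim peptide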
# Fam108B counter – Fam108B inhibition, counter-screen for RBBP9 inhibitors; recombinant Fam108B, FP-Rh probe fluorescence polarization; inhibition, % at 9.51 µM; hit rate 0.33% among 300,000; AID 1947;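 active means inhibition above the screen mean inhibition plus 3 SD, computed separately per campaign, cut at about 18% in these data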;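 further: inhibitors lower polarization as less probe binds the enzyme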
# EBNA-1 inhibitor – blocks EBNA-1 binding to DNA; hit rate 0.34% among 300,000; inhibition, % at 14.8 µM; AID 1950; EBNA-1 DNA binding, fluorescence polarization; in the data active means inhibition above about 28%
# ZTA counter – ZTA (EBV) inhibition in EBNA-1 counter-screen; P03206; ZTA-DNA binding, fluorescence polarization; inhibition, % at 11 µM; hit rate 0.15% among 320,000; in the data active means inhibition above about 33%
# Target sequence (P03206 whole entry, looked up): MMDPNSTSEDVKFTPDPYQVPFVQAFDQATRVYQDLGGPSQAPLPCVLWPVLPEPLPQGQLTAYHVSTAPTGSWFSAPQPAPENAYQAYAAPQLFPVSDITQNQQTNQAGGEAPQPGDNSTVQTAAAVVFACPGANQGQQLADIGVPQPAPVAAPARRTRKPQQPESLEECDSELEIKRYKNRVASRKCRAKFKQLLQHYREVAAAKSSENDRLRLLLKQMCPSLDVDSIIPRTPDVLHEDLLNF
# Yeast superoxide – yeast age-related superoxide inhibition as caloric restriction mimetic | S. cerevisiae aged cells, superoxide DHE fluorescence; active compounds read low | superoxide response (% of plate mean), % at 10 µM | hit rate 0.18% among 330,000 | AID 2690;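 active means superoxide response under a set limit, about three screen SD below normal, cut at about 65% in these data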;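 further: yeast aged for seven days with compound at 30 °C before DHE staining; 100% = average MFI of all compound-treated wells on the plate with controls excluded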
# * = called active by the depositor; . = not tested or not shown.
SMILES,MEX-5 binding,GLD-1 TGE inh,Efflux pump inh,BCLXL inh,MCL1-BIM inh,Fam108B counter,EBNA-1 inhibitor,ZTA counter,Yeast superoxide
CC(C)OCCCN(C)C1CCN(S(=O)(=O)c2ccc(-c3cc(C(F)(F)F)no3)s2)CC1,3.1,2,0.1,2,2,-1,-22,1,107
CN1CC(=O)N(C)c2nc(Br)n(C)c2C1=O,-0.5,-7,0.0,5,5,7,-10,-9,83
CCCCc1nc(SCC(=O)Nc2cccc(Cl)c2)n[nH]1,-1.3,2,-0.1,10,12,-1,9,-11,96
CCn1cc(Br)c(C(=O)Nc2cccc(SC)c2)n1,-0.8,1,-0.1,0,1,2,4,-13,106
CCc1ccccc1NC(=O)NNC(=O)CCc1ccccc1,0.4,9,0.0,7,6,3,-2,-1,89
O=C(COc1cccnc1[N+](=O)[O-])Nc1cccc(S(=O)(=O)N2CCCCC2)c1,-0.2,12,-0.1,0,-4,2,4,-5,97
COc1ccc(-c2nc(N3CCCC3)[nH]c(=O)c2C#N)cc1,0.4,0,0.0,1,2,-1,-3,9,117
Cn1nc(C(F)(F)F)c(-c2ccccc2)c1NC(=O)CSCC(=O)O,3.7,2,0.0,2,0,0,4,-5,98
CC(=O)NN1C(=O)c2ccccc2NC1c1ccc(N(C)C)cc1 (stereo not given),2.3,-8,0.5,7,5,-3,-20,-1,98
c1ccc(-c2ccccc2OCCCCn2ccnc2)cc1,-2.6,2,0.1,2,1,0,1,2,97
COc1ccc(Oc2coc3cc(OC(=O)c4cccs4)ccc3c2=O)cc1,-4.2,0,0.4,-7,-12,-11,12,18,113
C=CCn1c(O)c(N=NC(=O)CNC(=O)Cc2ccccc2)c2ccccc21,-1.5,0,-0.3,8,2,-1,-7,-9,97
O=C(CCc1ccccc1)Nc1ccc(F)c([N+](=O)[O-])c1,1.3,1,0.7,5,-4,6,-17,-10,97
COc1cc(-c2nc(-c3cccnc3)no2)cc(OC)c1OC,1.4,-1,0.5,-3,-7,0,6,-23,95
CCOC(=O)c1c(NC(=O)COC(=O)c2ccc([N+](=O)[O-])cc2)sc(C(=O)N(C)C)c1C,-0.6,0,0.0,1,-5,0,0,10,97
COc1ccc(OC)c(/C=C/C(=O)N2CCN(S(=O)(=O)c3ccc(C)cc3C)CC2)c1,.,3,-0.1,2,-3,.,.,-1,93
COC(=O)C1CCN(c2ccc([N+](=O)[O-])cc2[N+](=O)[O-])CC1,-1.3,3,0.1,12,10,-1,6,-2,101
Cc1ccc(NC(=O)CSC2=NCCN2)cc1,0.7,5,0.3,1,-1,5,-1,5,108
Cc1onc(-c2ccccc2Cl)c1C(=O)N1CCC(C)CC1,0.2,7,-0.1,4,3,2,-1,-4,90
NC(=O)c1cc2cc([N+](=O)[O-])ccc2oc1=O,-1.3,2,0.4,-1,1,-3,-4,10,95
O=C(NCCO)C(=O)NCC1OCCCN1S(=O)(=O)c1cccs1 (stereo not given),-2.7,5,-0.4,5,8,-4,3,11,97
COc1ccc(CCNC(=O)CCC(=O)N2CCOc3ccc(C)cc32)cc1OC,1.8,-2,0.1,3,7,1,-11,-1,100
CCOC(=O)Cc1csc(NS(C)(=O)=O)n1,-1.0,4,0.2,4,-1,2,-6,-19,119
CN(C)c1cccc(C(=O)N/N=C/c2ccoc2)c1,1.5,15,-0.1,4,0,1,7,13,101
COc1ccc2nc3oc(C(=O)N4CCN(c5cccc(Cl)c5)CC4)cc3cc2c1,-3.2,-1,-0.2,2,0,1,0,-1,93

# Gathered by group, those above with fluorine
SMILES,MEX-5 binding,GLD-1 TGE inh,Efflux pump inh,BCLXL inh,MCL1-BIM inh,Fam108B counter,EBNA-1 inhibitor,ZTA counter,Yeast superoxide
CC(C)OCCCN(C)C1CCN(S(=O)(=O)c2ccc(-c3cc(C(F)(F)F)no3)s2)CC1,3.1,2,0.1,2,2,-1,-22,1,107
Cn1nc(C(F)(F)F)c(-c2ccccc2)c1NC(=O)CSCC(=O)O,3.7,2,0.0,2,0,0,4,-5,98
O=C(CCc1ccccc1)Nc1ccc(F)c([N+](=O)[O-])c1,1.3,1,0.7,5,-4,6,-17,-10,97

# The list continues.
SMILES,MEX-5 binding,GLD-1 TGE inh,Efflux pump inh,BCLXL inh,MCL1-BIM inh,Fam108B counter,EBNA-1 inhibitor,ZTA counter,Yeast superoxide
COc1ccc(S(=O)(=O)N2CCC(C(=O)N3CCN(C)CC3)CC2)cc1OC,-3.4,0,0.0,2,-4,5,-4,10,98
Cc1ccc(S(=O)(=O)N(CCO)Cc2cc3ccc(C)c(C)c3[nH]c2=O)cc1,0.4,8,0.2,6,10,-4,-7,2,89
O=C(O)C(O)C(O)c1nc2ccccc2[nH]1 (stereo not given),-3.1,0,-0.1,4,-3,0,-6,-5,102
CC(C)c1ccc(NC(=O)NC2CCN(CC(=O)Nc3cccc4ccccc34)CC2)cc1,3.4,8,0.1,1,-1,-1,5,6,99
CCN(Cc1cc2cc(C)ccc2[nH]c1=O)C(=O)c1cccc([N+](=O)[O-])c1,1.3,4,-0.1,11,1,0,6,-2,91
Nc1nonc1-c1noc(CCCN2C(=O)c3ccccc3C2=O)n1,-2.9,5,-0.1,7,8,1,3,11,96
CCC(C)C(NC(=O)OCc1ccccc1)C(=O)NC(Cc1ccc(O)cc1)C(=O)OC (stereo not given),-0.8,-2,-0.1,1,-1,-4,7,-3,90
CCS(=O)(=O)c1nc(S(=O)(=O)c2ccc(Cl)cc2)c(N2CCC(O)CC2)s1,0.4,-1,0.3,-2,4,2,-13,0,94
COc1cc2c(cc1OC)C(C(=O)O)C(c1cc(Br)c(O)c(OC)c1)N(C)C2=O (stereo not given),-3.2,-7,-0.1,11,6,2,4,-12,92
COc1ccc(-c2nc(CSCC(=O)N3CCN(c4cccc(C)c4)C(C)C3)c(C)o2)cc1OC (stereo not given),-1.4,4,-0.1,4,3,2,6,-5,100
CCCCn1c(N)c(N(CCOC)C(=O)COC(=O)COc2ccccc2C#N)c(=O)[nH]c1=O,-4.3,6,0.2,0,-8,1,-17,-5,103
CSc1ccc(C2=CC(=O)C[C@H](c3ccc(F)cc3)C2)cc1,.,5,0.0,-2,-6,.,.,5,113
COCCNCC1C(Oc2ccc(Cl)cc2)C(=O)N1c1ccccc1C (stereo not given),0.3,6,0.5,1,-12,-4,-9,-16,109
CCCCCCCCCCCC(=O)N/N=C/c1ccco1,1.6,-6,0.1,8,10,3,-13,-8,90
Cc1[nH]nc2c1C(c1c[nH]c3ccccc13)C(C#N)=C(N)O2 (stereo not given),-3.0,0,-0.1,4,5,2,1,5,104
COc1ccc(-c2cc(C(F)(F)F)nc(NCc3cccs3)n2)cc1,-0.4,4,-0.2,-1,3,-11,-5,4,96
CCc1ccc(C2C3=C(CC(C)(C)CC3=O)Nc3c2c(=O)[nH]c2nc(C)nn32)cc1 (stereo not given),-1.1,5,0.0,5,6,5,-5,-5,118
CCc1c(C)c2ccc(OCC(N)=O)cc2oc1=O,0.5,4,0.0,5,4,0,10,-12,98
Cc1ccc2oc(C(=O)Nc3nonc3C)c(C)c2c1,0.7,3,-0.1,4,5,0,4,0,112
Cc1cc(C)n2nc(SCC(=O)Nc3ccccc3C)nc2n1,0.7,2,0.0,3,8,-2,2,0,106
Cc1nc2c(cnn2-c2ccccc2)c(=O)[nH]1,-2.0,0,-0.1,8,5,2,-7,11,91
CCOc1ccc(N(C(C)C(=O)Nc2ccc(OC)cc2)S(C)(=O)=O)cc1 (stereo not given),2.1,5,0.0,6,-1,1,-5,0,99
COC(=O)c1c(C)[nH]c(C)c1-c1ccccc1Cl,-0.2,7,0.0,3,6,-6,-2,2,133
Cc1cccc(Nc2nnc(SCC3CCCCO3)s2)c1C (stereo not given),-1.7,2,0.0,2,5,2,-16,8,94
Cc1cc(Nc2cccc(C(=O)O)c2)n2ncnc2n1,0.2,1,-0.1,3,3,2,6,-10,101

# Profiles, quoted from the list.
# Listed for CCCCCCCCCCCC(=O)N/N=C/c1ccco1 : MEX-5 binding: 1.6; GLD-1 TGE inh: -6; Efflux pump inh: 0.1; BCLXL inh: 8; MCL1-BIM inh: 10; Fam108B counter: 3; EBNA-1 inhibitor: -13; ZTA counter: -8; Yeast superoxide: 90
# Listed for COC(=O)c1c(C)[nH]c(C)c1-c1ccccc1Cl : MEX-5 binding: -0.2; GLD-1 TGE inh: 7; Efflux pump inh: 0.0; BCLXL inh: 3; MCL1-BIM inh: 6; Fam108B counter: -6; EBNA-1 inhibitor: -2; ZTA counter: 2; Yeast superoxide: 133

# Fetched by compound from the entries so far:
SMILES,MEX-5 binding,GLD-1 TGE inh,Efflux pump inh,BCLXL inh,MCL1-BIM inh,Fam108B counter,EBNA-1 inhibitor,ZTA counter,Yeast superoxide
COc1ccc(-c2cc(C(F)(F)F)nc(NCc3cccs3)n2)cc1,-0.4,4,-0.2,-1,3,-11,-5,4,96
COc1cc2c(cc1OC)C(C(=O)O)C(c1cc(Br)c(O)c(OC)c1)N(C)C2=O (stereo not given),-3.2,-7,-0.1,11,6,2,4,-12,92
COCCNCC1C(Oc2ccc(Cl)cc2)C(=O)N1c1ccccc1C (stereo not given),0.3,6,0.5,1,-12,-4,-9,-16,109
Nc1nonc1-c1noc(CCCN2C(=O)c3ccccc3C2=O)n1,-2.9,5,-0.1,7,8,1,3,11,96
Cc1[nH]nc2c1C(c1c[nH]c3ccccc13)C(C#N)=C(N)O2 (stereo not given),-3.0,0,-0.1,4,5,2,1,5,104
CCc1c(C)c2ccc(OCC(N)=O)cc2oc1=O,0.5,4,0.0,5,4,0,10,-12,98
CCC(C)C(NC(=O)OCc1ccccc1)C(=O)NC(Cc1ccc(O)cc1)C(=O)OC (stereo not given),-0.8,-2,-0.1,1,-1,-4,7,-3,90

# More structures:
SMILES,MEX-5 binding,GLD-1 TGE inh,Efflux pump inh,BCLXL inh,MCL1-BIM inh,Fam108B counter,EBNA-1 inhibitor,ZTA counter,Yeast superoxide
COc1ccc(N2C(=O)CN(Cc3ccc(OC)c(OC)c3)C2=S)cc1,1.3,-7,0.2,1,-8,-2,-7,-5,113
Nc1nc(-c2cc3c(cc2Cl)OCCO3)cs1,0.2,-1,0.1,2,5,3,-3,-18,106
COc1cc(C2=CCN(C(C)=O)CC2)ccc1OC(C)=O,-0.6,-2,0.0,1,0,0,5,-1,111
Cc1ccccc1CC(=O)N1CCN(C(=O)c2ccco2)CC1,-0.3,5,0.1,-1,-1,0,-4,-12,97
O=C(O)C1=C[C@H](c2ccccc2)C[C@H](OCCCCO)O1,1.0,-1,.,2,-1,-4,4,4,.
CCCCc1ccc(Nc2nc(CCC)cc(=O)[nH]2)cc1,-0.1,6,0.5,2,3,1,-4,-6,123
CCCn1c(SCC(=O)Nc2c(CC)cccc2CC)nnc1C(C)C,2.3,7,0.2,-2,2,0,-10,2,103
O=S1(=O)CCC(NS(=O)(=O)c2cccc3cccnc23)C1 (stereo not given),-3.5,8,0.1,7,4,2,-6,-3,101
O=C(NCC1CCCO1)c1ccc2c(=O)n(CCc3ccccc3)c(=O)[nH]c2c1 (stereo not given),0.9,5,0.0,6,5,-1,2,3,86
COc1cc(NC(=O)c2cccc(C)c2)ccc1NC(=O)c1cc2ccccc2o1,-3.9,-8,0.2,4,0,-2,4,6,119
O=C(O)CSc1nnc(COc2ccc([N+](=O)[O-])cc2)n1-c1ccccc1,0.4,4,-0.1,-5,1,-2,3,8,96
CCn1c(SCC(=O)NC(=O)NC(C)(C)C)nc2ccccc21,0.1,4,0.1,5,9,0,3,-4,107
